KDM5B inhibitor: Primary screen for KDM5B Histone Demethylases FDH-coupled qHTS; Potency, µM (highest dose often 57.7 µM), inactives show top-dose activity change, negative = inhibition, actives largely listed as inhibitors; KDM5B demethylase, FDH-coupled NADH fluorescence (FDH is formaldehyde dehydrogenase); Lysine-specific demethylase 5B (Homo sapiens), Q9UGL1; 220,000 tested, 2.6% active; active = well fitted inhibition curve with a large enough effect; inconclusive = small, poorly fitted or top-dose-only effect; inactive = no such curve, though single readings can be large or run the other way; note: 0% is about no effect; nearly all actives have a fitted effect of over 70% in size
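Here, H3K4me3 peptide (12.5 µM in substrate mix) is demethylated by KDM5BΔAP, 200 nM final, after 10 min compound exposure. Formaldehyde product is coupled through FDH (0.25 U/mL in mix) to NADH fluorescence; 30-min ΔRFU feeds dose-response curves.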
The depositor's hits bear a star; i = inactive; ? = inconclusive; [ ] = another dose, or the depositor's remark. Potency is the fitted concentration of half-maximal effect. This is a subset; count on the stated rates, not on these rows.

The opening two entries, to show the layout:
KDM5B inhibitor,smiles
7.7%,CC(C)C(C)(C#N)NC(=O)CNc1cccc(-c2nnnn2C)c1 (centres undefined)
?,COCCCNc1nc2c([S+](=O)([O-])c3ccc(Cl)cc3)nnn2c2ccccc12

The listing (from the top)
KDM5B inhibitor,smiles
7.7%,CC(C)C(C)(C#N)NC(=O)CNc1cccc(-c2nnnn2C)c1 (centres undefined)
?,COCCCNc1nc2c([S+](=O)([O-])c3ccc(Cl)cc3)nnn2c2ccccc12
-14.4%,Cc1ccccc1CNC(=O)C(=O)NCC(c1ccco1)S(=O)(=O)c1ccccc1 (centres undefined)
?,CCCC1CCC(c2ccc(C#N)c(=O)[nH]2)CC1 (centres undefined)
-21.4%,CCC1=C(C(=O)OC)C(c2ccccc2)N2C(CC(=O)NCc3cccc(F)c3)=CSC2=N1 (centres undefined)
13.8%,COC[C@@H]1[C@H](NC(=O)c2ccc(-n3cccn3)cc2)[C@@H]2CCO[C@H]12
-10.7%,COc1ccccc1NC(=O)Cn1c(=O)n(CCC(=O)NCC2CCCO2)c(=O)c2cc(OC)c(OC)cc21 (centres undefined)
-31.2%,COc1cccc(C(=O)N2CCC(N3C[C@H](O)C[C@H]3C(=O)NCc3ccc(C)o3)CC2)c1
?,COCCNC(=O)CSCc1nc(-c2ccc(OC)c(OC)c2)oc1C
20.0%,CNS(=O)(=O)c1cc(-c2nnc(N3CCOCC3)c3ccccc23)ccc1C
-23.3%,CN(c1ccccc1)S(=O)(=O)c1cccc(NC(=O)c2ccc3ncsc3c2)c1
20.9%,CCc1ccc(C2CC(=O)NC3=C2C(=O)CC(C)(C)C3)cc1 (centres undefined)
-11.1%,COc1ccc(C(=O)N2CCOC2CNC(=O)C(=O)NCCc2ccccc2OC)cc1 (centres undefined)
9.7%,Cc1ccc2c(=O)cc(C(=O)Nc3c(C)n(C)n(-c4ccccc4)c3=O)oc2c1
-35.4%,CCCOc1ccc(C(=O)Nc2ccc3oc(-c4cccc(Cl)c4Cl)nc3c2)cc1
-3.8%,O=C(c1cc2ccccc2oc1=O)N1CCN(S(=O)(=O)c2ccccc2)CC1
22.1%,O=C1NC2(CCN([S+](=O)([O-])c3ccccc3)C2)OCc2ccccc21 (centres undefined)
15.8%,Cc1cccc(C(=O)N2C(C(=O)NCC(C)C)COC23CCN(C(=O)c2ccccc2C)CC3)c1 (centres undefined)
16.5%,C=CCOC(=O)C(NC(=O)c1ccccc1)=C(C)C
-17.7%,O=C(CSc1ccc(Br)cc1)N1CCN(S(=O)(=O)c2ccccc2)CC1
?,CCOC(=O)c1sc(Nc2cccc(C)c2)nc1C(F)(F)F
9.5%,COc1ccc(-n2nc(C3CCN(Cc4ccncc4)CC3)[nH]c2=O)cc1
-41.3%,CN1C(=O)Cc2cc(S(=O)(=O)Nc3cccn4nc(C5CC5)nc34)ccc21
-9.2%,COCCc1noc([C@@H]2CC(F)(F)CN2C(=O)c2cc(C)no2)n1
-29.5%,COc1ccc(C(=O)N2CCCCCNC(=O)[C@H]3C[C@H](C(=O)N4CCc5ccccc5C4)C[C@H]32)cn1
-7.1%,C=CCOc1cccc(-c2nnc(CCC(=O)NCc3ccc(F)cc3)c(=O)[nH]2)c1
?,Cc1ccc2c(c1)-c1nc(SCC(=O)Nc3cc(F)ccc3C)ncc1S(=O)(=O)N2C
?,COc1cc2c(cc1OC)C1=CC3(C(=O)Nc4cc5c(cc43)OCCO5)C(C#N)=C(N)N1CC2 (centres undefined)
-12.8%,COc1ccccc1-c1noc(CCC(=O)Nc2ccc(C)cc2C)n1
25.1µM*,Cn1cccc1CN1CCC2(CC1)CC(=O)c1ccccc1O2
-7.6%,CCCn1nc(C(=O)NC(c2cccs2)C(C)C)c2ccccc2c1=O (centres undefined)
-1.1%,COc1ccccc1NS(=O)(=O)c1ccc(C)c(NC(=O)NCCCl)c1
47.8%[activator],CCc1nc(C)c(C(=O)N2CCC(c3[nH]ncc3-c3ccccc3C)CC2)o1
-10.3%,CCCCNC(=O)CN1C(=O)CSc2ccc(S(=O)(=O)N3CCC(C)CC3)cc21
-6.0%,O=C(c1ccc(F)c(Cl)c1)N1CCC(c2n[nH]c(=O)n2-c2ccccc2)CC1
13.3%,CC(C)c1ccc(/C=C/C(=O)NCCCN2CCOCC2)cc1
5.2%,C[S+](=O)([O-])N1CCCC2(C1)C(=NC1CCCC1)NC(=O)N2c1cc(F)cc(F)c1 (centres undefined)
?,Fc1ccc(-c2noc3ncnc(N4CCN(c5ccccc5)CC4)c23)cc1
-3.9%,Cc1cccc(CNC(=O)C2CCN(S(=O)(=O)c3ccc4c(c3)CCCN4C(=O)C3CCC3)CC2)c1
6.2%,CC(C)CCCC1CN(C(=O)c2cn(C3CCC(N)CC3)nn2)CCO1 (centres undefined)
32.9%,COC[C@@H]1CN(C(=O)CCc2cccc(OC)c2)C[C@H]1c1nc(C)no1
14.9%,CC(C)c1ccc(NC2CCCN(C(=O)c3ccc(N4CCOCC4)cc3)C2)cc1 (centres undefined)
?,CCOCCCn1c(=N)c(C(=O)NCc2ccco2)cc2c(=O)n3ccccc3nc21
?,Cc1cccc(C(=O)N2CCN(c3oc(-c4ccco4)nc3C#N)CC2)c1
4.2%,COc1ccc(S(=O)(=O)N2CCN(c3ccc(C)c(Cl)c3)CC2)c2ccccc12
-25.7%,Cc1c(C(=O)N2CCC(C)CC2)c(S(=O)(=O)NCc2ccc(F)cc2)c(C)n1C
-15.3%,CC(C1CC1)N(Cc1ccccc1)C(=O)CSc1cc(C(N)=O)c2ccccc2n1 (centres undefined)
16.2%[11.5 µM],Cc1ccc(CNC(=O)c2cc(=O)c3cc(C)c(C)cc3o2)cc1
-0.1%,Cc1noc(C)c1CN1CCC2(CC1)CC(c1ccccc1)C(=O)N2C (centres undefined)
-2.6%[86.2 µM],O=C(Nc1ccc([C@@H](O)[C@H]2COCC(=O)N2CC2CCCCC2)cc1)C1CCC1
19.3%,CNC(=O)C(O)C(O)C(=O)NC (centres undefined)
-3.0%,CCn1cc(-c2ccccc2)cc1C(=O)O
38.0%,Cc1ccc(NC(=O)C(=O)c2c(C)[nH]c3ccccc23)cc1Cl
-11.7%,CCOC(=O)c1cc(-c2ccc(C)cc2)n(CC(=O)Nc2ccc(OC)c(Cl)c2)c1C
-20.8%,COc1ccc(Nc2nc(Nc3ccc(C)c(C)c3)nc3nccnc23)cc1
6.4%,CS(=O)(=O)N1CCN(C(=O)Cn2nc3c(cc2=O)CCCC3)CC1

The results go on.
KDM5B inhibitor,smiles
-10.0%[230 µM],CNCc1ccccc1OC
35.5µM*,Cc1ccccc1-c1cc(C(=O)NCc2cccnc2)c2c(c1)N(C)CCO2
1.2%,CN(C)C(=O)N1CCc2nc(-c3ccc(Cl)cc3)nc(-c3ccccc3)c2C1
5.1%,COc1cccc(C(=O)OCc2nc(-c3ccc(OC(F)(F)F)cc3)no2)c1
22.0%,CCc1cc(C(=O)N2CCC3(CCC(=O)N(CCc4cnc[nH]4)C3)CC2)cs1
?,COc1cccc2c1cc1c(=O)n(CC(=O)N3CCN(c4cccc(Cl)c4)CC3)nc(C)n12
18.6%,CC(Cl)C(=O)c1ccc(C(C)(C)C)cc1 (centres undefined)
-11.5%,CCCNC(=O)c1cccc(CNCc2ccc(F)cc2)c1
?,COCCOC(=O)CSc1ncccc1-c1nc2cc(C)c(C)cc2[nH]1
?,Cc1cccc(CN2CCc3c(n(Cc4cccnc4)n(CCc4ccccc4)c3=O)C2)n1
-2.7%,Cc1nc(-c2ccc(C(C)N3CCCCC3)cc2)c(C#N)cc1C(=O)O (centres undefined)
-20.0%,Cc1cccc(N(CC(=O)NCCSCc2cccc(Cl)c2)S(=O)(=O)c2ccccc2)c1C
14.3%,COc1ccc(Oc2coc3cc(OC(=O)c4ccco4)ccc3c2=O)cc1
?,O=C(O)CCC(=O)N1Cc2ccccc2CC2(CCCN2Cc2cccnc2)C1 (centres undefined)
-9.5%,O=C(NCCc1ccccc1)c1[nH]c2ccccc2c1Cl
3.2%,CN(C)CCCNC(=O)CNc1nc(Cl)nc2nc[nH]c12

Ordered by molecular weight (highest first): 14 of the compounds above
KDM5B inhibitor,smiles
-20.0%,Cc1cccc(N(CC(=O)NCCSCc2cccc(Cl)c2)S(=O)(=O)c2ccccc2)c1C
?,COc1cccc2c1cc1c(=O)n(CC(=O)N3CCN(c4cccc(Cl)c4)CC3)nc(C)n12
?,Cc1cccc(CN2CCc3c(n(Cc4cccnc4)n(CCc4ccccc4)c3=O)C2)n1
5.1%,COc1cccc(C(=O)OCc2nc(-c3ccc(OC(F)(F)F)cc3)no2)c1
1.2%,CN(C)C(=O)N1CCc2nc(-c3ccc(Cl)cc3)nc(-c3ccccc3)c2C1
14.3%,COc1ccc(Oc2coc3cc(OC(=O)c4ccco4)ccc3c2=O)cc1
?,COCCOC(=O)CSc1ncccc1-c1nc2cc(C)c(C)cc2[nH]1
6.4%,CS(=O)(=O)N1CCN(C(=O)Cn2nc3c(cc2=O)CCCC3)CC1
-2.7%,Cc1nc(-c2ccc(C(C)N3CCCCC3)cc2)c(C#N)cc1C(=O)O (centres undefined)
3.2%,CN(C)CCCNC(=O)CNc1nc(Cl)nc2nc[nH]c12
-11.5%,CCCNC(=O)c1cccc(CNCc2ccc(F)cc2)c1
-9.5%,O=C(NCCc1ccccc1)c1[nH]c2ccccc2c1Cl
18.6%,CC(Cl)C(=O)c1ccc(C(C)(C)C)cc1 (centres undefined)
-10.0%[230 µM],CNCc1ccccc1OC

Remaining list, next part:
KDM5B inhibitor,smiles
3.9%,CCN1C(=O)CCC2(C(=O)NCc3c(C)n[nH]c3C)CCCC=C12 (centres undefined)
30.7%,O=C(Nc1ncc(Cc2ccc(Cl)cc2)s1)C1=Cc2ccccc2OC1
3.0%,COc1ccc(CNC(=O)CN(C)S(=O)(=O)c2ccc3nc(C)sc3c2)cc1
-0.5%,COc1ccc(C2CC(=O)C=C(Nc3ccccc3F)C2)cc1 (centres undefined)
?,CNS(=O)(=O)c1ccc(OC)c(-c2nnc3c4ccccc4c(C)nn23)c1
5.1%,CCCCn1c(N)c(N(CC)C(=O)c2cc(CCC)c(C)s2)c(=O)[nH]c1=O
?,O=C(NCc1ccccn1)c1cc(-c2cccs2)nc2ccccc12
22.5%,CCCCNC(=O)N[C@H](Cc1ccccc1)C(=O)O
10.1%,COc1cc2c(=O)n(-c3ccccc3)c(=O)n(CC(=O)Nc3ccc(C)cc3)c2cc1OC
13.1%,CC1CCC(NC(=O)c2ccc(CN3C(=O)NC4(CCS(=O)(=O)CC4)C3=O)cc2)CC1 (centres undefined)
-8.5%,Cc1ccc(C(=O)N2CCN(c3cc(C(F)(F)F)nc(C)n3)CC2)cc1
-19.2%,CCn1c(COc2cc(C)ccc2Cl)n[nH]c1=S
-34.0%[86.2 µM],COc1cccc(-c2cc(-c3ccncc3)c3cncn3c2)c1OC
-8.1%,CCC(=O)N1CCc2cc(Br)cc(S(=O)(=O)NCc3cccc(OC)c3)c21
-27.7%,COC(=O)C1=C(C)NC(=O)NC1c1cn(-c2ccccc2)nc1-c1ccc(OC)c(Cl)c1 (centres undefined)
i,COCCNc1oc(-c2ccc(S(=O)(=O)N3CCCC3)cc2)nc1C#N
-6.6%,Cc1nc(N)sc1C(=O)N1N=N1
-9.3%,O=c1[nH]c(C2CCCN([S+](=O)([O-])c3cccc(C(F)(F)F)c3)C2)nn1-c1cccc(Cl)c1 (centres undefined)
2.0%,Cn1c(=O)c2c(SCC(=O)NCC3CCCO3)nc(-c3ccccc3F)nc2n(C)c1=O (centres undefined)
14.6%,CCOC(=O)Cc1ccc(NC(=O)Nc2ccc(OCc3cc(=O)n4ccccc4n3)cc2)cc1
30.4%[activator],Cc1cccc(C)c1C(=O)NC1CC(=O)N(Cc2cccc(F)c2)C1 (centres undefined)
-2.2%,O=[N+]([O-])c1cc(C(F)(F)F)ccc1NC(c1ccccc1)c1ccccn1 (centres undefined)
-17.1%,Cc1ccc(-c2cn3c(n2)sc2cc(C(=O)NC(C)C45CC6CC(CC(C6)C4)C5)ccc23)cc1 (centres undefined)
15.5%,Cn1nc(C2CCN(C(=O)Cc3ccccc3)CC2)c2c1CCOC2
14.4%,c1ccc2c(c1)Nc1cc3ccccc3cc1S2
-6.6%,COCc1nc(C2CCN(C(=O)c3ccoc3)C2)no1 (centres undefined)
-8.5%,Cc1ccc(NC(=O)Cn2c(=O)nc(-c3ccccc3)c3ccccc32)cc1
-15.4%,O=C(c1cnccn1)N1CCCC1c1nc(C2CCOCC2)no1 (centres undefined)
1.2%,CN(CC(=O)N(C)C)Cc1ccc(F)c2cccnc12
?,OC(c1cccc(C(F)(F)F)c1)c1nc(Nc2ccc(N3CCOCC3)cc2)n[nH]1 (centres undefined)
9.1%,CCn1nc(C(=O)Nc2nc(C)cs2)c2ccccc2c1=O
5.2%,COc1cccc(C(=O)Nc2ccc3nc(N4CCCC4)sc3c2)c1OC
-41.5%,c1ccc2c(C3=NNC(=NC4CCCCC4)SC3)c[nH]c2c1
-13.5%,Cc1ccc(C(=O)NCC(c2ccc3c(c2)OCO3)N2CCN(c3ccc(F)cc3)CC2)cc1 (centres undefined)
22.4%,O=C(CSc1ccc2nnc(CCNC(=O)c3ccccc3)n2n1)Nc1ccccc1
-18.2%,COC(=O)c1cccc(C(=O)N2CCCC(C(=O)c3ccccc3OC)C2)c1 (centres undefined)
?,COCCNC(=O)CCCN1C(=O)COc2ccc(C(=O)COc3ccc(F)c(Cl)c3)cc21
-3.4%,COc1ccc(S(=O)(=O)N2CCCC2c2cccs2)cc1 (centres undefined)
-32.6%[86.2 µM],O=C1c2c(nc(COc3cccc(Cl)c3)n2Cc2ccccc2)NCCN1CC1CC1
